EBI2 block: antagonists of human EBI2 receptor; EBI2 beta-arrestin recruitment, luminescence, 7a,25-OHC stimulated; inhibition, % at 5 µM; actives 0.81% (n = 360,000); AID 651636; in the data active = inhibition above about 38%;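 note: enzyme fragment complementation signal reports receptor beta-arrestin coupling in cells; 0% = agonist plus DMSO wells and 100% = wells without agonist; some results beyond the cut were filed as inactive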
Target sequence (P32249 whole entry, looked up, the tested form may be a part): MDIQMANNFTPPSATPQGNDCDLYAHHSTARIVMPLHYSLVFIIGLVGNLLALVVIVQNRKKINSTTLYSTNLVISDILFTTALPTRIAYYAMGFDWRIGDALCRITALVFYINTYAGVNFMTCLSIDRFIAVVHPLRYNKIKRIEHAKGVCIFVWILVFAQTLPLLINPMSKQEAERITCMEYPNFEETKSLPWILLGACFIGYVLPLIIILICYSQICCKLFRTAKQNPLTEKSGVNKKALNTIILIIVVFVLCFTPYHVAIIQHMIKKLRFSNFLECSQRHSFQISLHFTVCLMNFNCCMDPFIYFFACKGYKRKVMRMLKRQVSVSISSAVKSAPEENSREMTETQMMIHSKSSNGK
Mdm2 MdmX PPI: inhibitors of human Mdm2/MdmX interaction. actives 3% (n = 330,000). SaOS-2 split-luciferase Mdm2/MdmX complementation, luminescence. AID 485346. inhibition, % at 8 µM;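 active = inhibition of at least 50% at 8 µM in the primary screen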
CXCR6 inh: inhibitors of human CXCR6 receptor; CHO-K1 PathHunter CXCR6 beta-arrestin, luminescence; AID 602244; actives 0.36% (n = 360,000); inhibition, % at 20 µM; in the data active = inhibition above about 34%, passing the limit was not always enough;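 note: antagonist mode with CXCL16 agonist at 10 nM final; 0% = 10 nM CXCL16 with DMSO and 100% = unstimulated wells without agonist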
Target sequence (O00574 whole entry, looked up): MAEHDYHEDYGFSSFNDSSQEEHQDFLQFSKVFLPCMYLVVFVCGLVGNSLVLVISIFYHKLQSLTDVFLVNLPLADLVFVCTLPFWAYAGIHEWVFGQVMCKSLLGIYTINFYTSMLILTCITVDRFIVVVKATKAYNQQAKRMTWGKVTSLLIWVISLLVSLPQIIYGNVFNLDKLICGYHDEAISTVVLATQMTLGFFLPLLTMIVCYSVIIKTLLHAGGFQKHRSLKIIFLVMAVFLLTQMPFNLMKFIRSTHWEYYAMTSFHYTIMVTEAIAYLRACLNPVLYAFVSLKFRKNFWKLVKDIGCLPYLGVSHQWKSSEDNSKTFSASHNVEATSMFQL
CHOP UPR activ: apoptotic UPR (CHOP) activation | actives 0.34% (n = 330,000) | CHO-CHOP luciferase reporter, luminescence; percent of tunicamycin response over DMSO baseline | activation, % at 10 µM;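 active = at 10 µM dose, activation of 40% or more, normalized to positive control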;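 note: 100% = tunicamycin at 10 µg/mL and 0% = DMSO alone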
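System: CHO CHOP reporter cells. Amount: 500 cells per well. Buffer or medium: F12 medium, 10% FBS. Compound dosing: one dose, 10 µM in 0.5% DMSO. Incubation: 6 h compound exposure at 37 °C after overnight seeding. Technique: Steady-Glo luciferase luminescence. Benchmarks: tunicamycin and DMSO controls.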
Jurkat NFkB inh: lowers PMA/ionomycin-induced NF-kB signal in Jurkat cells. PMA/ionomycin-induced NF-kB luciferase reporter, luminescence. inhibition, % at 4 µM. actives 0.53% (n = 330,000); in the data active = inhibition above about 50%
Gli-Sufu block: Gli-Sufu pathway antagonism; Sufu-KO-LIGHT fibroblasts, Gli luciferase reporter luminescence; inhibition, % at 5 µM; actives 0.74% (n = 340,000);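 active = inhibition above about 55%, limit read from the data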;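 note: 0% = DMSO-treated cells and 100% = wells with medium but no cells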
UPR XBP1 act: adaptive UPR (XBP1) activation; actives 0.33% (n = 330,000); activation, % at 20 µM; CHO-XBP1 luciferase reporter, IRE1-XBP1 UPR activation, luminescence; percent of tunicamycin response, DMSO as zero;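 active = versus positive control, 20 µM dose yields 30% or more activation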;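 note: 100% = tunicamycin at 10 µg/mL and 0% = DMSO only wells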
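Material: CHO cell line with stable XBP1 luciferase reporter; buffer or medium: F12 medium containing 10% fetal bovine serum; compound: single point, 20 µM final compound, 1% DMSO; incubation: 6 h treatment, 37 °C; measured by: glow luminescence from Steady-Glo reagent; evaluation: activation, % of tunicamycin; control set: tunicamycin high, DMSO low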
CCR6 antag: blocks CCL20-driven beta-arrestin recruitment at human CCR6; P51684; CHO-K1 CCR6 PathHunter beta-arrestin, luminescence, CCL20-stimulated; inhibition, % at 20 µM; actives 0.49% (n = 340,000);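 active = compounds whose inhibition of the agonist-driven luminescence signal at 20 µM reaches about 50%, limit read from the data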;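 note: cells stimulated with CCL20 at 14 nM final; plate controls were DMSO with CCL20 for no effect and DMSO without agonist for full effect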
Target sequence (P51684 whole entry, looked up): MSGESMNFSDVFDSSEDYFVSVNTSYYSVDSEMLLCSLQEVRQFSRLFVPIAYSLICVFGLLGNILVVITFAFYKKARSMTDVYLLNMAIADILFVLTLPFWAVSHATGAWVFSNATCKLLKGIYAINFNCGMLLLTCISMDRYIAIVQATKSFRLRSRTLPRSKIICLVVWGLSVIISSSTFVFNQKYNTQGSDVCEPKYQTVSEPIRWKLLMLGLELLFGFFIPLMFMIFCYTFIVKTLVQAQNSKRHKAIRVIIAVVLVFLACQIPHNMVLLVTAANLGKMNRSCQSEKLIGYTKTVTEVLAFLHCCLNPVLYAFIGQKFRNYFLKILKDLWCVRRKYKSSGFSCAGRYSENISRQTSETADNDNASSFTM
697 NFkB inh: lowers PMA/ionomycin-induced NF-kB signal in 697 B cells; 697 B-cell NF-kB luciferase reporter, 16 h; inhibition, % at 4 µM; actives 0.33% (n = 330,000); AID 435022; in the data active = inhibition above about 35%
* = called active by the depositor; nt = not tested or not shown.

SMILES	EBI2 block	Mdm2 MdmX PPI	CXCR6 inh	CHOP UPR activ	Jurkat NFkB inh	Gli-Sufu block	UPR XBP1 act	CCR6 antag	697 NFkB inh
CCN(c1ccccc1C)S(=O)(=O)c1cc2c3c(c1)CCN3C(=O)CC2	8	20	0	1.3	5	2	-3	0	12
COc1ccc(S(=O)(=O)NCCSCc2ccco2)cc1	4	7	7	-1.4	-8	-5	1	-4	3
COc1cccc(-c2cc(C(=O)Nc3cc(C)nn3-c3ccccc3)no2)c1	-15	65*	5	-1.4	2	3	3	-10	-14
CCOC(=O)C1=C(COC(=O)CCOc2cc(C)ccc2C)NC(=O)NC1C (stereo unspecified)	-17	13	3	-0.4	1	-10	-2	0	0
COc1cc(OC)cc(OC(=O)C2CCN(S(=O)(=O)c3ccc(OC)c(OC)c3)CC2)c1	6	15	8	-0.1	-3	-11	-5	14	12
Cc1ccc(OCc2nc(C#N)c(NCc3ccco3)o2)cc1	0	2	-8	3.2	5	-2	0	-18	-1
Cc1cccc(Cn2c(N3CCN(CCO)CC3)nc3c2c(=O)[nH]c(=O)n3C)c1	5	29	10	0.2	2	1	-5	24	11
CC(/C=N/NC(=O)c1n[nH]c2c1CCC2)=C\c1ccccc1	-16	11	-3	4.1	31	-1	18	2	-56
O=C(c1cccc(Cl)c1)N1CCC(=O)N(C(CO)Cc2ccccc2)CC1 (stereo unspecified)	6	10	1	0.6	7	-4	-1	-3	27
COc1ccc(C(CNC(=O)c2ccc(S(=O)(=O)N3CCOCC3)cc2)N2CCCCC2)cc1 (stereo unspecified)	-21	-7	0	-0.7	0	2	-3	0	-11
COc1cc(-c2nc3cccc(C)n3c2NCC2CCCO2)ccc1O (stereo unspecified)	-3	8	12	0.4	19	2	1	10	20
Cc1ccc(CS(=O)(=O)CCC(=O)NCc2ccc3c(c2)OCO3)cc1	-5	21	-1	-2.4	14	13	0	4	-9
Cc1cccc(NC(=O)C2CCCN2S(=O)(=O)c2ccc(Cl)cc2)n1 (stereo unspecified)	-4	-22	-6	-0.1	0	8	-2	3	-1
Cc1cc(C)n2nc(C)c(Br)c2n1	-17	-9	2	0.8	-4	2	3	-9	-20
Cc1cc(C)n(-c2nnc(C)n2/N=C/c2ccccc2F)n1	-10	5	6	-0.7	0	-10	0	-3	22
CS(=O)(=O)c1ccc2nnn(OCC(=O)Nc3cccc(C#N)c3)c2c1	2	6	-4	-0.3	-6	-5	0	8	10
CCCCn1c(SCC(=O)Nc2ccc(OC)cc2)nc2ccc(N3CCOCC3)cc2c1=O	-1	-23	0	-0.1	-16	15	-1	-1	-10
CCC(NC(=O)C1(C)CC1(Br)Br)c1ccc(C)cc1 (stereo unspecified)	1	-8	0	-2.5	-1	3	-1	6	-4
COc1cc(OC)c(-n2cc(-c3ccc(OC)c(OC)c3)[nH]c2=S)cc1Cl	4	-3	8	3.4	-4	6	-2	0	21
O=C(OCC(=O)N1CCCC1)c1ccccc1OCc1ccccc1	-9	10	1	2.0	-6	18	1	-14	6
COc1ccc(C(=O)OCC(=O)NCc2ccc3c(c2)OCO3)cc1S(=O)(=O)N1CCOCC1	-3	21	7	-1.7	17	-1	-3	-2	9
CC(C)CCn1c(=O)c2ccccc2n2c(CN3CCCC3)nnc12	1	22	1	4.5	21	7	-2	11	-6
Cc1nc(NCCc2ccc(S(N)(=O)=O)cc2)c2c(C)c(C)sc2n1	-6	31	-15	1.9	8	63*	-2	17	-26
Cc1ccc(C(=O)NCCNc2ncc(C(F)(F)F)cc2Cl)cc1[N+](=O)[O-]	1	8	2	-0.5	13	24	-1	14	14
Cc1cc([N+](=O)[O-])ccc1NC(=O)c1ccc(NC(=O)C(C)C)cc1	8	12	8	-1.6	-23	21	1	18	-16

Reprinted from the part before: two entries, followed by the next part.
SMILES	EBI2 block	Mdm2 MdmX PPI	CXCR6 inh	CHOP UPR activ	Jurkat NFkB inh	Gli-Sufu block	UPR XBP1 act	CCR6 antag	697 NFkB inh
Cc1ccc(C(=O)NCCNc2ncc(C(F)(F)F)cc2Cl)cc1[N+](=O)[O-]	1	8	2	-0.5	13	24	-1	14	14
Cc1cc([N+](=O)[O-])ccc1NC(=O)c1ccc(NC(=O)C(C)C)cc1	8	12	8	-1.6	-23	21	1	18	-16
Cc1nc(-c2ccccc2)sc1C(=O)/C=C/c1ccc(Cl)cc1	42	35	3	-1.7	7	3	0	23	7
O=C(c1cn(Cc2ccccc2)nc1-c1cccnc1)N1CCN(Cc2ccccc2)CC1	0	2	5	1.5	-3	2	-1	11	5
O=S(=O)(NC(CO)Cc1ccccc1)c1cc(Cl)ccc1F (stereo unspecified)	2	nt	-9	nt	nt	0	nt	1	nt
Cc1cccc(NC(=O)C23CCC(C)(/C(=N/O)C2)C3(C)C)c1 (stereo unspecified)	2	10	-6	-2.8	-1	-3	-2	-17	11
Fc1ccc(NC(=S)Nc2cc(-c3ccccc3)[nH]n2)cc1Cl	8	-8	-11	-0.1	0	45	-2	-2	20
Cc1noc(C)c1S(=O)(=O)Nc1ccccc1N1CCOCC1	44	-11	-7	0.8	-5	-3	-2	-3	1
Cc1oc(-c2ccccc2)cc1C(=O)Nc1cccc(/C=C\C(=O)O)c1	11	31	-4	0.2	17	14	4	-1	-34
N#C/C(=C\c1ccco1)c1nc2ccccc2s1	3	-189	9	4.7	-115	-57	-1	10	-209
CCCCS(=O)(=O)N1CCN(S(=O)(=O)c2ccc(Cl)s2)CC1	-2	9	2	-0.5	19	-4	-5	-5	1
COc1ccccc1CNCC(=O)Nc1ccc(N2CCOCC2)cc1	10	2	-2	-1.0	17	5	1	-12	5
COC(=O)c1ccc(NC(=O)CCN2CCN(c3ccccc3)CC2)cc1	1	3	24	-0.3	16	1	-3	4	1
CCNC(=S)N1CCN(C(=O)c2ccco2)CC1	-3	3	-10	4.6	6	3	2	-7	6
CC(OC(=O)Cn1ccccc1=O)C(=O)Nc1cc(Cl)cc(Cl)c1 (stereo unspecified)	-12	3	-4	-1.0	16	5	-1	-1	10
CCOC(=O)N1CCC(N2Cc3cccc(C(=O)Nc4ccc(F)cc4)c3C2=O)CC1	8	14	7	1.1	14	15	0	10	1
COc1ccccc1-n1c(CNC(=O)c2ccco2)nnc1SCC(=O)Nc1nccs1	3	5	-3	1.4	-3	0	-2	7	12
CC1S/C(=C(\C#N)C(=O)NCc2ccco2)N(c2ccc(F)cc2)C1=O (stereo unspecified)	-9	20	14	-0.3	11	-5	-1	10	-1
O=C(Nc1nccs1)C1CCCN1S(=O)(=O)c1ccc(Cl)cc1 (stereo unspecified)	3	-7	-4	-1.0	2	2	-4	4	-6
CCCN(CC#CC(O)(c1ccccc1)c1cccnc1)CCC (stereo unspecified)	9	10	1	2.3	-15	6	-2	9	-15
O=C(CCCn1c(SCC(=O)c2ccccc2)nc2ccccc2c1=O)NCC1CCCO1 (stereo unspecified)	7	-1	8	-1.6	-8	6	0	4	-2
C#CCOCCOCCOCCNc1nc(N2CCN(C(=O)CCCCCCCCCCNC(=O)[C@H](CCCCN)n3cc(C)nn3)CC2)nc(N2CCN(C(=O)CCCCCCCCCCNC(=O)[C@@H]([C@H](C)O)n3cc(C)nn3)CC2)n1	0	78*	3	-0.4	10	9	3	6	-4
O=C1CC(N2CCN(S(=O)(=O)c3cccc(C(F)(F)F)c3)CC2)C(=O)N1Cc1ccccc1 (stereo unspecified)	-4	36	-5	-0.5	-10	5	-2	-3	4
COc1ccc2c(c1OC)C(=O)O[C@@H]2[C@H]1c2c(cc3c(c2OC)OCO3)CCN1C	0	-14	0	-0.1	4	-3	-2	7	-4
NC(=O)CCS(=O)(=O)c1ccc(Cl)cc1	-2	9	-1	-1.0	-9	-3	-2	-2	8
CCn1cc([N+](=O)[O-])c(C(=O)N2N=C(c3ccc4ccccc4c3)CC2c2cc(Br)ccc2O)n1 (stereo unspecified)	-14	99*	10	3.5	-10	5	4	-12	-1
C=Cn1cc[n+](CC(=O)c2ccc(Br)s2)c1	16	15	-3	0.6	-2	-6	-2	7	16

Record cards (already shown). Screens in order: EBI2 block	Mdm2 MdmX PPI	CXCR6 inh	CHOP UPR activ	Jurkat NFkB inh	Gli-Sufu block	UPR XBP1 act	CCR6 antag	697 NFkB inh
O=C(CCCn1c(SCC(=O)c2ccccc2)nc2ccccc2c1=O)NCC1CCCO1 (stereo unspecified) is listed with 7	-1	8	-1.6	-8	6	0	4	-2
CCNC(=S)N1CCN(C(=O)c2ccco2)CC1 is listed with -3	3	-10	4.6	6	3	2	-7	6
O=S(=O)(NC(CO)Cc1ccccc1)c1cc(Cl)ccc1F (stereo unspecified) is listed with 2	nt	-9	nt	nt	0	nt	1	nt
Cc1nc(-c2ccccc2)sc1C(=O)/C=C/c1ccc(Cl)cc1 is listed with 42	35	3	-1.7	7	3	0	23	7
CCCN(CC#CC(O)(c1ccccc1)c1cccnc1)CCC (stereo unspecified) is listed with 9	10	1	2.3	-15	6	-2	9	-15

Next compounds:
SMILES	EBI2 block	Mdm2 MdmX PPI	CXCR6 inh	CHOP UPR activ	Jurkat NFkB inh	Gli-Sufu block	UPR XBP1 act	CCR6 antag	697 NFkB inh
O=C(CNC(=O)c1cccs1)NCC(=O)OCc1ccc(Cl)cc1Cl	4	-2	1	-0.7	-13	0	-6	2	3
O=C(Oc1c(CN2CCOCC2)cc(Cl)c2cccnc12)c1ccccc1F	23	46	10	79*	20	31	20	24	9
CC(OC(=O)Cn1cnc2c1c(=O)n(C)c(=O)n2C)C(=O)NC1(C#N)CCCCC1 (stereo unspecified)	1	16	-10	-0.6	-20	-5	-2	1	-11
Cc1ccc(C(=O)NCCN2CCNC2=O)cc1	10	5	-1	1.9	-5	4	-2	6	-11
O=C(COc1ccc(/C=N/NS(=O)(=O)c2ccccc2)cc1)NCCc1ccccc1	4	8	-3	-0.7	-3	6	-1	17	-1
COc1cc(N)c2ncccc2c1OC	-30	nt	-6	nt	nt	10	nt	-12	nt
CCCOc1ccc(OCCN2CCCC(C)C2)cc1 (stereo unspecified)	-14	19	7	0.4	-7	17	-3	2	-17
Cc1ccc(-n2nnnc2SC(C)C(N)=O)c(C)c1 (stereo unspecified)	-15	-29	6	-2.2	6	0	-1	4	-6
CC(Nc1nc(N2CCN(CCO)CC2)nc2ccccc12)c1ccccc1 (stereo unspecified)	-7	-5	-9	-0.3	0	25	4	3	-14
CC(=O)Nc1ccc(N/C(C)=C/C(=O)c2cccnc2)cc1	-3	-11	-5	0.4	5	-17	-3	-3	14
O=C1CC(N2CCSCC2)C(=O)N1c1ccc(F)cc1 (stereo unspecified)	-9	26	-12	0.3	13	4	1	7	13
O=C(c1ccco1)N1CCN(C(c2cccs2)c2sc3ncnn3c2O)CC1 (stereo unspecified)	-4	16	4	4.8	13	0	-2	7	7
COc1ccc(CCNC(=O)CSc2nnnn2Cc2ccc3c(c2)OCO3)cc1OC	12	13	-4	-2.0	-5	10	3	-13	-8
CC1Cc2ccccc2N1C(=O)CN1CCN(Cc2ccccc2)CC1 (stereo unspecified)	-9	0	-11	-0.8	-5	8	0	8	8
FC(F)(F)c1cccc(N2CCC(N=CN3CCCCCC3)=N2)c1	5	-6	2	2.0	-38	-3	-1	5	18
O=C(c1ccc(N2C(=O)C3C4CC(C(Br)C4Br)C3C2=O)cc1)N1CCCCC1 (stereo unspecified)	0	5	2	1.9	-7	-12	-4	10	12
Cn1c(-c2cccc(Br)c2)cnc1NCc1ccccc1O	9	-9	6	3.2	-13	11	5	6	-6
